# Compound activity deposited in PubChem BioAssay by Johns Hopkins Ion Channel Center.
# CHT inh = inhibitors of human choline transporter CHT | Q9GZV3 | CHT-expressing cells, membrane potential dye, choline response; stronger effect = lower value | B-score at 10 µM | hit rate 0.86% among 310,000 | AID 488975;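 active means B-score over 3 SD under the library average, and starting fluorescence ratio not unusually high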;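 further: choline stimulus applied at its EC90 after an EC20 pre-addition; B-score computed on integrated fluorescence ratio after choline addition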
# Target sequence (Q9GZV3 whole entry, looked up): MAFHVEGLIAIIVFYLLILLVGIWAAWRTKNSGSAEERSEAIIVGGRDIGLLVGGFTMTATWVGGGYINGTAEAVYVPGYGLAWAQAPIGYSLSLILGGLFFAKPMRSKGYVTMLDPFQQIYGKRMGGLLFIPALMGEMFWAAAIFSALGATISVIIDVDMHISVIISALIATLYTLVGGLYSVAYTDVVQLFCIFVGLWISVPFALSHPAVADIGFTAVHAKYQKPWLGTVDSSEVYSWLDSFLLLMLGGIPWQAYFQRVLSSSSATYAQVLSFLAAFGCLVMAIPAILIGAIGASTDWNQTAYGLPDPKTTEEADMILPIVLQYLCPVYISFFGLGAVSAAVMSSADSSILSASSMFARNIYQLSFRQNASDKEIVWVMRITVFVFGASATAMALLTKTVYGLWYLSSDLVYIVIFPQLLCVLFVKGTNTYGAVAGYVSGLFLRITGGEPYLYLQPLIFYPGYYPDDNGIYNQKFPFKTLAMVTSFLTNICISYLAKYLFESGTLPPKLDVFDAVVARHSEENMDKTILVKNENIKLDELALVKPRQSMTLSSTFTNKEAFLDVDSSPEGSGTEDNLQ
# CHT PAM = human CHT allosteric activation; B-score at 10 µM; CHT-expressing cells, membrane potential dye, choline EC20; stronger effect = higher value; LV-AA mutant CHT in HEK293 cells; Q9GZV3; hit rate 0.49% among 310,000;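 active means initial fluorescence not abnormally high and integrated response B-score, plate-corrected, over 3 SD above library mean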
# Calls only; i = inactive.
structure,CHT inh,CHT PAM
Cc1c(C(=O)Nc2ccc(C(=O)O)cc2)cnn1C,i,i
Nc1ccc(C(=O)N/N=C\C=C\c2ccc([N+](=O)[O-])cc2)cc1,i,i
CCOc1cc([N+](=O)[O-])cc2c1C(=O)Nc1ccccc1O2,i,i
COc1ccccc1C(=O)NNC(=O)c1ccccc1Br,i,i
CC(=O)c1ccc(OCC(=O)Nc2ccc3nc(C)sc3c2)cc1,i,i
COc1cccc(NC(=O)CCS(=O)(=O)c2ccc3c(c2)oc(=O)n3C)c1,i,i
O=[N+]([O-])c1ccc(/C=N/NS(=O)(=O)c2ccc(Cl)cc2)o1,i,i
COc1ccc(CC(=O)Nc2ccccc2C(=O)NCCc2ccccc2)cc1,i,i
O=[N+]([O-])c1cc(S(=O)(=O)Nc2ccccc2)ccc1N1CCN(c2ccc(O)cc2)CC1,i,i
CCCc1cc(NCCCN2CCOCC2)n2c(nc3ccccc32)c1C#N,i,i
CC(C)c1ccccc1OCC(=O)NN1C(=O)c2ccccc2C1=O,i,i
CC(=O)Nc1ccc(NC(=O)C(Cc2ccccc2)NC(=O)C2CCC(C)CC2)cc1 (stereo unspecified),i,i
COCCn1cc(C(=O)c2cc(Br)ccc2O)cc(C#N)c1=O,i,i
O=C(c1cnccn1)N1CCc2ccccc2C1,i,i
N=c1c(C(=O)NCCN2CCOCC2)cc2c(=O)n3ccccc3nc2n1CCCN1CCOCC1,i,i
Cc1cccc(CNS(=O)(=O)c2ccc(-c3cnc(C4CC4)o3)cc2)c1,i,i
CCC1=C(OC(=O)N(CC)CC)N2C(=O)OC(=NCC3CC3)[C@]2(Cc2ccccc2)[C@H]2C1=CC[C@H]1C(=O)N(CC(=O)OC)C(=O)[C@H]12,i,i
Cc1cccc([C@@H]2[C@@H]3C(=O)N(Cc4ccccc4)C(=O)[C@@H]3[C@]3(Cc4ccccc4)C(=O)N(c4ccc(C(F)(F)F)cc4)C(=O)N23)c1,i,i
CC(=O)c1cnc(-c2cccc(Cl)c2)s1,i,i
CCOc1ccc(NC(=O)CN(C)C(=O)c2c(-c3c(F)cccc3Cl)noc2C)cc1OCC,i,i
CC(=O)C1=C(O)C(=O)N(Cc2ccccc2)C1c1ccc(N(C)C)cc1 (stereo unspecified),i,i
COc1ccccc1OCCNC(=O)C(CCSC)NC(=O)c1ccccc1Cl (stereo unspecified),i,i
COc1cccc(/C=C/C(=O)N(C)CC(=O)Nc2ccc(Cl)c(C(F)(F)F)c2)c1,i,i
COc1ccccc1C(=O)NCCNc1nc2cc(C)cc(C)c2cc1C#N,i,i
CCCNc1c(NS(=O)(=O)c2ccc3c(c2)CCCC3)c(=O)oc2ccccc12,i,i
Cc1c(Cc2ccccc2)c(=O)oc2cc(OCc3nn[nH]n3)ccc12,i,i
O=C(NCc1ccc(Cl)cc1)C1CCN(C(=O)c2ccco2)CC1,i,i
COc1ccc(N(C(=O)c2cc3ccccc3oc2=O)C2C=CS(=O)(=O)C2)cc1 (stereo unspecified),i,i
CNc1oc(-c2ccccc2F)nc1S(=O)(=O)c1ccc(C)cc1,i,i
Cc1ccccc1C(=O)O/N=C(\N)c1ccncc1,i,i
CCOC(=O)c1cc(=O)n(-c2ccc(Cl)cc2C)[nH]1,i,i
CC1CCN(C(=O)c2ccc(S(=O)(=O)Cc3cccc(F)c3)c([N+](=O)[O-])c2)CC1,i,i
O=C(Nc1cccc(/C=C/c2ccccn2)c1)c1ccc(-n2cncn2)c([N+](=O)[O-])c1,i,i
CCCC(=O)Nc1ccccc1-c1nnc(SCC)[nH]c1=O,i,i
O=C(O)c1cc2c(s1)CCCC2,i,i
Cc1ccccc1Nc1nnc(SCC(=O)NCc2cccs2)s1,i,i
CC(C)n1cnc2cc(NC(=O)c3ccco3)ccc21,i,i
O=C(COc1nnnc2ccccc12)N1CCCc2ccccc21,i,i
CN(C)S(=O)(=O)c1cccc(C(=O)OCC(=O)N2CCCC2=O)c1,i,i
CN(CCC#N)C(=O)Cn1nc(Cc2ccncc2)c2ccccc2c1=O,i,i
S=c1[nH]nc(COc2ccccc2)n1/N=C/c1ccccn1,i,i
O=C(NCCCCNC(=O)c1c(Cl)cccc1Cl)c1c(Cl)cccc1Cl,i,i
COc1ccc(C(=O)Sc2ccc(C)cc2)cc1OC,i,i
COC(=O)COc1ccc2c(-c3cccc([N+](=O)[O-])c3)cc(=O)oc2c1,i,i
COc1cccc(CN2CCNC(=O)C2CC(=O)NCCc2cccc(C)n2)c1OC (stereo unspecified),i,i
CCCC[C@@H]1CN=C(N)N1CCc1cccc(F)c1,i,i
CN1C(=O)c2cccc3c(Cl)ccc(c23)C1=O,i,i
CC(=O)Nc1ccc(NC(=O)CSc2n[nH]c(-c3cccs3)n2)cc1,i,i
COC(=O)c1c(NC(=O)/C=C/C(=O)O)sc(C)c1-c1ccc(C(C)C)cc1,i,i
COc1cccc(NC(=O)c2ccnc(N3CCC(C(=O)NCc4cc(OC)ccc4OC)CC3)c2)c1,i,i
CCN(CC)C(=O)CSc1nc2c(c(-c3cccnc3)c1C#N)CCCC2,i,i
COc1ccc(N(CC(=O)NCc2ccccc2OC)S(=O)(=O)c2ccccc2)cc1,i,i
CC(=O)c1ccc(S(=O)(=O)Nc2cccc(-c3ccc4nncn4n3)c2)cc1,i,i
CCn1c(/N=C/c2ccc(OC)cc2O)nc2ccccc21,i,i
Cc1ccnc(NC(=O)CCC(=O)N(CC(=O)NCc2ccccc2)Cc2cccs2)c1,i,i
COc1ccc(NC(=O)C2=C(C)C(=O)OC23CCC(C)CC3)c(OC)c1 (stereo unspecified),i,i
CCOc1ccc(N2CC(C(=O)N3CCc4ccccc43)CC2=O)cc1 (stereo unspecified),i,i
CC(C)C[C@H](NC(=O)Nc1ccc(Oc2ccccc2)cc1)C(=O)O,i,i
Cc1nnc(NC(=O)CSc2ncnc3scc(-c4ccccc4)c23)s1,i,i
COc1cccc(NC(=S)N/N=C2\CC(C)(C)Oc3ccc(O)cc32)c1,i,i

# New compounds follow.
# Order of values – CHT inh, CHT PAM
> COc1ccc(Cl)cc1C(=O)NNC(=O)c1ccncc1
→ i, i
> COc1ccc(CCN2CC(C(=O)NCCc3ccc(C(F)(F)F)cc3)CCC2=O)cc1 (stereo unspecified)
→ i, i
> CCOC(=O)c1cnc2ccc(OC)cc2c1NCCc1ccc(OC)c(OC)c1
→ i, i
> COC(=O)c1sc2nc(SCc3cccc(F)c3)n(N)c(=O)c2c1C
→ i, i
> COc1ccc(NC(=O)c2sc3ncn(CC(=O)N4CCN(c5ccccn5)CC4)c(=O)c3c2C)c(OC)c1
→ i, i
> COc1cccc(NC(=O)C(OC(=O)/C=C/c2ccc3c(c2)OCO3)c2ccccc2)c1 (stereo unspecified)
→ i, i
> CCN(CC)S(=O)(=O)c1ccc(N2CCOCC2)c(NS(=O)(=O)c2ccc(C)cc2)c1
→ i, i
> COc1ccc([N+](=O)[O-])cc1NC(=O)C1(c2ccc(OC)c(OC)c2)CCOCC1
→ i, i
> CCCCNC(=O)c1ccccc1NC(=O)CN(c1ccccc1)S(=O)(=O)N(C)C
→ i, i
> COc1ccc(-c2nc(CS(=O)(=O)CC(=O)NCCc3ccc(C)cc3)c(C)o2)cc1
→ i, i
> O=C(CCCN1C(=O)C(c2ccccc2)Oc2cccnc21)Nc1cccc(F)c1 (stereo unspecified)
→ i, i
> COc1ccc(C2N=C(c3ccccc3)C(C)(C)N2O)cc1 (stereo unspecified)
→ i, i
> COc1ccc(C(C)=O)cc1COC(=O)Cc1n[nH]c(=O)c2ccccc12
→ i, i
> CC(=O)Nc1cccc(C(=O)N/N=C/c2c[nH]c3ccccc23)c1
→ i, i
> COc1ccc(OC)c2[nH]c(=O)c(CCNC(=O)c3ccc(S(=O)(=O)N(C)C)cc3)cc12
→ i, i
> Cc1ccc(NC(=O)NNC(=O)c2snnc2C)cc1
→ i, i
> Cc1sc2ncn(CC(=O)N3CCN(c4ccc(F)cc4)CC3)c(=O)c2c1S(=O)(=O)N1CCOCC1
→ i, i
> CS(=O)(=O)N1CCCC(C(=O)N2CCN(c3cccc(Cl)c3)CC2)C1 (stereo unspecified)
→ i, i
> COc1ccc(C(=O)N(c2ccc(C)cc2)C2C=CS(=O)(=O)C2)cc1OC (stereo unspecified)
→ i, i
> Cc1sc(NC(=O)C2=COCCO2)nc1-c1ccc(Br)cc1
→ i, i
> N#Cc1ccccc1NC(=O)c1ccc2c(c1)OCCO2
→ i, i
> Cc1ccc(-n2ncc3c2CCCC3NC(=O)c2ccoc2)cc1C (stereo unspecified)
→ i, i
> FC(F)(F)c1nnc(-c2ccccc2)nc1Oc1ccccc1
→ i, i
> CCc1cccc(C)c1NC(=O)CSc1ncn[nH]1
→ i, i
> Cc1ccc(C)c(NC(=O)Cn2cnc3c(oc4ccccc43)c2=O)c1
→ i, i
> COc1ccc(-c2c(NC(=O)c3ccco3)oc3ccccc3c2=O)cc1
→ i, i
> CSCCC(NC(=O)c1ccccc1Cl)C(=O)Nc1cccc(S(=O)(=O)N2CCCC2)c1 (stereo unspecified)
→ i, i
> Cc1ccc(NC2CCCN(C(=O)c3c(C)noc3C)C2)cc1C (stereo unspecified)
→ i, i
> Cc1c(Cl)cccc1Nc1nc(N)nc(CSC(=S)N2CCOCC2)n1
→ i, i
> CCCc1cc(C(=O)NCCc2ccccc2)no1
→ i, i
> CCOC(=O)CCCC(=O)N1CCOCCOCCN(C(=O)CCCC(=O)OCC)CCOCCOCC1
→ i, i
> CCc1ccc(C(=O)COC(=O)CNC(=O)CNC(=O)Cc2ccccc2)cc1
→ i, i
> ClC1(Cl)CC1CSc1nc2ccccc2[nH]1 (stereo unspecified)
→ i, i
> CC(C)c1nc(N2CCN(C(=O)c3ccco3)CC2)c2c3c(sc2n1)CCCC3
→ i, i
> O=C(NC1CCCC1)C(c1ccccc1)N(C(=O)c1ccno1)c1ccccc1 (stereo unspecified)
→ i, i
> Cc1ccccc1NC(=S)NC(NC(=O)c1ccccc1C)C(Cl)(Cl)Cl (stereo unspecified)
→ i, i
> Cc1ccc(Cl)cc1NC(=O)c1cnn2c1NC(c1ccco1)CC2C(F)(F)F (stereo unspecified)
→ i, i
> O=C(COC(=O)CNC(=O)c1ccccc1F)NCC(F)(F)F
→ i, i
> CCn1nc(C)c(Br)c1Nc1ccc(Br)cc1
→ i, i
> COc1ccccc1N1CCN(C/C(C)=C/c2ccccc2)CC1
→ i, i
> CC(=O)NC1CC2CCCC(C1)N2S(=O)(=O)c1cccc(F)c1 (stereo unspecified)
→ i, i
> COCCN(C(=O)CSc1n[nH]c(-c2ccc(OC)cc2)n1)c1c(N)n(Cc2ccccc2)c(=O)[nH]c1=O
→ i, i
> Cc1nc(N)sc1C(=O)OCC(C)C
→ i, i
> Cc1ccc(C)c(NC(=S)NCc2ccc3c(c2)OCO3)c1
→ i, i
> C/C(=N\NC(N)=O)c1cccc(Cl)c1
→ i, i
> CCCC1C2C(=O)N(c3ccccc3OCC)C(=O)C2ON1c1ccccc1 (stereo unspecified)
→ i, i
> NNC(=O)c1ccc(Cn2cc(Cl)cn2)o1
→ i, i
> NC(=O)c1noc(C(=O)N(CC(=O)NC2CCCC2)Cc2ccc3c(c2)OCO3)c1N
→ i, i
> C/C(=N\Nc1cccc(Cl)c1)c1ccncc1
→ i, i
> O=C(c1ccccc1)[C@H]1CC=CC[C@H]1C(=O)O
→ i, i

# Full records, quoted from the list. Order of screens: CHT inh	CHT PAM
# `NC(=O)c1noc(C(=O)N(CC(=O)NC2CCCC2)Cc2ccc3c(c2)OCO3)c1N` is listed as i	i
# `Cc1nc(N)sc1C(=O)OCC(C)C` is listed as i	i
# `Cc1ccc(C)c(NC(=S)NCc2ccc3c(c2)OCO3)c1` is listed as i	i
# `CCCC1C2C(=O)N(c3ccccc3OCC)C(=O)C2ON1c1ccccc1` (stereo unspecified) is listed as i	i
# `C/C(=N\Nc1cccc(Cl)c1)c1ccncc1` is listed as i	i

# Remaining list, next part:
# Order of values – CHT inh, CHT PAM
> CCN(CC)CC(=O)NCC1(c2ccccc2)CCOCC1
→ i, i
> COC(C(=O)Nc1cc([N+](=O)[O-])ccc1C)c1ccccc1 (stereo unspecified)
→ i, i
> Cc1c(Cl)ccc2c(C(=O)NCCN3CCCCC3)cc(-c3ccccn3)nc12
→ i, i
> COc1ccc(C(=O)Nc2nc3ccccc3[nH]2)cc1S(=O)(=O)N1CCCC1
→ i, i
> O=C(COc1ccc(/C=N/NC(=O)c2ccccc2O)cc1)Nc1ccc([N+](=O)[O-])cc1
→ i, i
> Cc1onc(-c2ccccc2Cl)c1C(=O)OCc1nnc(-c2ccccc2)o1
→ i, i
> O=C(O)c1cccc(NS(=O)(=O)c2cccc3nsnc23)c1
→ i, i
> COc1ccc(OC)c(-c2cc(C(F)(F)F)c3c(n2)sc2c(O)cc(=O)[nH]c23)c1
→ i, i
> O=C(COc1ccccc1Cl)N1CCN(c2ccc(F)cc2)CC1
→ i, i
> Cc1cc(C(=O)COC(=O)c2nc3nccc(C)n3n2)c(C)n1CC1CCCO1 (stereo unspecified)
→ i, i

# 5 structures from above, sorted by heavy-atom count, rising:
# Order of values – CHT inh, CHT PAM
> CCN(CC)CC(=O)NCC1(c2ccccc2)CCOCC1
→ i, i
> O=C(COc1ccccc1Cl)N1CCN(c2ccc(F)cc2)CC1
→ i, i
> Cc1onc(-c2ccccc2Cl)c1C(=O)OCc1nnc(-c2ccccc2)o1
→ i, i
> Cc1cc(C(=O)COC(=O)c2nc3nccc(C)n3n2)c(C)n1CC1CCCO1 (stereo unspecified)
→ i, i
> O=C(COc1ccc(/C=N/NC(=O)c2ccccc2O)cc1)Nc1ccc([N+](=O)[O-])cc1
→ i, i

# Going on with the list.
# Order of values – CHT inh, CHT PAM
> O=C(CSc1nnc(-c2ccccc2O)n1-c1ccccc1)Nc1cccc(C(=O)O)c1
→ i, i
> Cc1ccc(NC(=O)c2cnccn2)cc1S(=O)(=O)N(C)C
→ i, i
> CCC(=O)Nc1ccc(C(=O)Nc2ccc3c(c2)OCO3)cc1
→ i, i
> COc1ccccc1NC(=O)CCn1cccc1
→ i, i
